FAK blocker – FAK kinase inhibitors, primary screen, biochemical. biochemical FAK kinase activity assay. inhibition, %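 (tested at 7 µM)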. hit rate 0.84% among 97,000; in the data active = inhibition above about 19%;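 note: 0% = DMSO and 100% = reference compound high control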
Plk1 PBD FP – Plk1 polo box domain binding inhibitors, primary screen, biochemical, fluorescence polarization; Plk1 PBD phosphopeptide binding; inhibition, %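 (tested at about 20 µM)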; hit rate 0.13% among 97,000; AID 693, 2007; in the data active = inhibition above about 34%, passing the limit was not always enough
EphB4 ephrin blk – EphB4-ephrin-B2 interaction antagonists, primary screen, biochemical, TNYL-RAW peptide probe, fluorescence polarization; EphB4 LBD / TNYL-RAW-Alexa532 peptide; inhibition, % at 7 µM; hit rate 0.15% among 97,000; AID 720, 2007;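 active = inhibition above the screen-wide mean inhibition plus 3 SD, cut at about 15% in these data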;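 note: 0% = DMSO wells and 100% = excess unlabeled TNYL-RAW peptide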
Target sequence (P54760 whole entry, looked up, the tested form may be a part): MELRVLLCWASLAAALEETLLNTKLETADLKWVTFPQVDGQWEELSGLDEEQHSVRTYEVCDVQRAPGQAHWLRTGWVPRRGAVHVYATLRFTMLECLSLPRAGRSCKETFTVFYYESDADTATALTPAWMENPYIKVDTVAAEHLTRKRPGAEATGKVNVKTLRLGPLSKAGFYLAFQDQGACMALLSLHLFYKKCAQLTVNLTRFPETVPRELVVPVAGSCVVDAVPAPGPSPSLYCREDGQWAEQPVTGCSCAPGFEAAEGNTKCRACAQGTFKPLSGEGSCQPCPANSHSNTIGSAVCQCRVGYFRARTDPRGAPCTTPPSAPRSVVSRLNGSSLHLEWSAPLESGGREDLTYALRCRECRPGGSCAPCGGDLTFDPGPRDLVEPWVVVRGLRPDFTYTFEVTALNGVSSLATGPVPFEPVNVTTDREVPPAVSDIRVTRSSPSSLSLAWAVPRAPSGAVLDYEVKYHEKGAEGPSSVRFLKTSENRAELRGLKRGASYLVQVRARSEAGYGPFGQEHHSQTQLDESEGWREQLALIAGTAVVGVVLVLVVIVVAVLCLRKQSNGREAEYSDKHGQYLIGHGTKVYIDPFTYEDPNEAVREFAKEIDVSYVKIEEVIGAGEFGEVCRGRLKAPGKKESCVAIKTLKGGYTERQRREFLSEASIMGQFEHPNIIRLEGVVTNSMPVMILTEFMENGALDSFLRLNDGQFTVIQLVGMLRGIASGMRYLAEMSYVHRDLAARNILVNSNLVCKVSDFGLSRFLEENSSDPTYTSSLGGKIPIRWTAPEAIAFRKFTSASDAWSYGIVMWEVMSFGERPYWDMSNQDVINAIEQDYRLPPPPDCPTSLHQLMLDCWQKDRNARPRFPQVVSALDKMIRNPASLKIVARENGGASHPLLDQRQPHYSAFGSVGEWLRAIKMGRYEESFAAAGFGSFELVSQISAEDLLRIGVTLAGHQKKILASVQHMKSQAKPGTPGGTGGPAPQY
Rev-RRE block – HIV-1 Rev-RRE binding inhibitors, primary screen, biochemical, FRET, protein-RNA interaction; inhibition, % at 8 µM; P05866; AID 704, 2007; Rev peptide-RRE RNA binding; hit rate 0.79% among 97,000;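 active = inhibition above the screen-wide mean plus 3 SD, cut at about 35% in these data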;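 note: 0% = median DMSO wells and 100% = median Neomycin B control wells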
Target sequence (P05866 whole entry, looked up): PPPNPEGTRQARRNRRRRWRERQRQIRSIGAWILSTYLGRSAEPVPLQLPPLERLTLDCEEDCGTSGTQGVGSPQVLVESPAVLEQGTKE
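System: Cy5-labelled duplex RRE RNA binding fluorescein-labelled HIV Rev peptide; Signal: fluorescein-to-Cy5 FRET, 480 nm excitation; Also added: labelled Rev peptide; Compound: one concentration, 8 µM nominal; Buffer or medium: HEPES pH 7.5 salt buffer with EDTA; Read-out: % inhibition of FRET ratio versus controls; Schedule: 5 min preincubation and 15 min binding, 25 °C.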
PTK2B oligo ant – antagonists of Pyk2 self-association, primary screen, Q293 cells, FERM NanoBiT luminescence, HTS. active compounds read low. hit rate 0.83% among 99,000. Protein-tyrosine kinase 2-beta (Homo sapiens), Q14289. z-score (the deposit names both 25 µM and 10 µM). AID 1347419, 2020;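 active = Z-score of -3 or lower, scaled per plate to the spread of control and sample wells; inactive = z-score above -3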;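 note: negative z-score means lost luminescence so less FERM oligomerization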
PTPN22 act – LYP phosphatase activators, primary screen, biochemical, DiFMUP fluorescence, 2 µM; Tyrosine-protein phosphatase non-receptor type 22 (Homo sapiens), Q9Y2R2; recombinant LYP; 0 = plate median, 100 = signal doubled; activation, % at 2 µM; hit rate 0.11% among 96,000;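 active = activation at 2 µM above a set limit, the mean plus 5 SD, cut at about 37% in these data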
cytoskel mod – modifiers of F-actin cytoskeleton organization, primary screen, imaging, HUVEC, phalloidin staining, high-content imaging; hit rate 0.18% among 91,000; inhibition, % at 2 µM; AID 836, 2007; HUVEC TNFa F-actin phalloidin imaging;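 active = inhibition above the batch mean plus 3 SD and confirmed as a hit by visual image inspection, cut at about 30% in these data, passing the limit was not always enough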; note: strong numbers were not always called active
PLK1 kinase inh – human PLK1 kinase inhibitors, primary screen, biochemical, TR-FRET; hit rate 0.53% among 97,000; recombinant PLK1 kinase, TR-FRET peptide phosphorylation; inhibition, % at 10 µM;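 active = inhibition of 50% or more in the single-concentration screen; inactive = inhibition below 50%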;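 note: 0% = DMSO max control and 100% = H-89 dihydrochloride min control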
PTPN22 inh 2 – PTPN22 phosphatase inhibitors, primary screen, biochemical, DiFMUP fluorescence, 2 µM; hit rate 0.21% among 96,000; recombinant LYP catalytic domain; inhibition, % at 2 µM;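 active = inhibition at 2 µM at or above a set limit, the screen mean plus 3 SD, cut at about 24% in these data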;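 note: 0% = DMSO with enzyme and 100% = enzyme fully blocked by orthovanadate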
* hit, by the source's call; x = not tested or not shown.

Each structure is followed by: FAK blocker | Plk1 PBD FP | EphB4 ephrin blk | Rev-RRE block | PTK2B oligo ant | PTPN22 act | cytoskel mod | PLK1 kinase inh | PTPN22 inh 2
> Cc1ccccc1NC(=O)Cn1nnc2c(cnn2-c2ccc(F)cc2)c1=O
    -2 | 2 | -8 | 1 | -0.05 | -9 | -15 | -3 | 11
> CC(=O)Nc1c2c(nn1-c1ccc(C)cc1C)CSC2
    -2 | -11 | 11 | 6 | 1.5 | 3 | 5 | -2 | 1
> COc1ccccc1N1CCN(/N=C/c2c(C)nn(-c3ccccc3)c2C)CC1
    2 | 5 | -6 | -1 | -0.71 | 1 | -23 | -10 | 5
> CCN1CCN(C(=O)CCc2nc3ccccc3c(=O)[nH]2)CC1
    -8 | 8 | 7 | 10 | 2.8 | -4 | 10 | 1 | 6
> COc1cccc(OC)c1OCC(C)CNCC1CCCO1 (stereo not given)
    0 | 4 | 2 | 4 | 0.96 | 4 | 8 | -2 | -1
> CSc1nc(NC(C)=O)nc(C)c1Cl
    0 | -7 | -3 | 4 | -0.04 | 12 | -1 | -13 | -19
> COCc1nc2ccccc2n1Cc1cccc(C)c1
    4 | -27 | 5 | 4 | -0.95 | -4 | -1 | -5 | 6
> Cc1nn(-c2ccc(Cl)cc2)c2sc(C(=O)c3c(N)n(C)c(=O)n(C)c3=O)cc12
    1 | 15 | 1 | 3 | 0.19 | -5 | 9 | -8 | 7
> O=C(CCCSc1nnnn1-c1cccc2ccccc12)c1ccc(F)cc1
    3 | 3 | -5 | 10 | -1.7 | 6 | 11 | -16 | -3
> CCOC(=O)c1cnc2cc(-c3ccc(C)cc3)nn2c1-c1ccccc1
    1 | -310 | -3 | 0 | 0.46 | 1 | -6 | -40 | -4
> O=C(c1cccnc1)N1CCN(S(=O)(=O)c2ccc(Cl)cc2)CC1
    -1 | 39 | 2 | -3 | -0.73 | 10 | -3 | -9 | -14
> Cc1nc(/C=C/c2ccccc2)cc(/C=C/c2ccccc2)n1
    0 | -12 | -5 | 11 | -0.43 | 3 | x | -9 | -8
> COc1ccc(C(N)=O)cc1N
    2 | 9 | -4 | 6 | -0.15 | 10 | 22 | -4 | -6
> Clc1ccc2[nH]cc(-c3nnnn3-c3ccccc3)c2c1
    33* | -28 | -5 | 8 | -2.1 | 4 | -8 | -6 | 2
> OCCN(Cc1ccccc1)CC1CCCCC1
    0 | -8 | 8 | 5 | 0.36 | -1 | -5 | -10 | 3
> CCN(CC)C1CCCCC1NS(=O)(=O)c1ccc(Cl)cc1 (stereo not given)
    -10 | 14 | -1 | 4 | x | -5 | -1 | -8 | 3
> Cc1cccc2cc(COC(=O)C(C)C)c(=O)[nH]c12
    2 | 11 | -4 | -1 | -0.14 | -6 | -23 | -3 | 3
> COc1c(F)c(F)c(C(=O)O)c(Nc2ccc(C)cc2)c1F
    -3 | -11 | 3 | 5 | 0.66 | -7 | 22 | -13 | 12
> CCCCc1nc(NCCN2CCOCC2)c(C#N)c2c1COC(C)(C)C2
    -1 | 10 | 5 | 6 | 0.59 | 3 | -23 | -13 | -2
> O=C1NCCCN1Cc1ccc(F)cc1
    -1 | 14 | 5 | 7 | 0.81 | -2 | 4 | -8 | 0
> CCOC(=O)C1C(c2ccccc2Cl)NC(=O)N(C)C1(O)C(F)(F)F (stereo not given)
    2 | -28 | 0 | 7 | -0.64 | 5 | 4 | -7 | -6
> O=C(O)COc1ccc(NC(=O)c2ccco2)cc1
    2 | -16 | 2 | 2 | -0.42 | 3 | -12 | -5 | -1
> CCOC(=O)c1cccc(NC(=O)Cn2c(CC(=O)N3CCCC3)nc3ccccc32)c1
    0 | -3 | 0 | 1 | x | 13 | 7 | -4 | -12
> Cc1ccc(SCc2nc3ccccc3n2CC(=O)Nc2ccc(Cl)cc2)cc1
    4 | 3 | -6 | 7 | -0.55 | -11 | 8 | -5 | 14
> COC(=O)c1c(C(=O)OC)c(-c2ccccc2)n2c1CS(=O)(=O)C2
    -1 | -15 | -1 | 10 | -0.58 | -4 | 14 | 4 | 3
> CC1(C)CC(=O)C=C(Nc2ccc(C(=O)O)cc2)C1
    0 | 5 | -9 | 18 | -0.61 | 24 | 12 | 5 | -28
> CC(C)(C)C1CCC2(CC1)C(Nc1cccc(C(F)(F)F)c1)=NC(=S)N2CC#N (stereo not given)
    2 | -6 | 4 | 14 | -0.08 | 0 | 8 | -11 | -1
> CC(=O)c1ccc(N2CCN(C(=O)c3ccc(OCc4c(C)noc4C)cc3)CC2)cc1
    0 | -12 | -3 | 8 | 1.1 | -13 | -2 | 1 | 11
> CC1(C)Cc2c(sc3nc(SCC(=O)NCc4ccccc4)n(-c4ccccc4)c(=O)c23)CS1
    -10 | 34 | -1 | 4 | -0.46 | 0 | -12 | -3 | 2
> O=C(Nc1ccc2oc(-c3ccc4ccccc4c3)nc2c1)c1cccs1
    3 | -5 | -2 | 6 | 0.93 | -2 | 9 | -37 | 5
> CSC(=NC#N)N1CCN(c2ccccc2)CC1
    -1 | -7 | -6 | 0 | 0.7 | 5 | -12 | -9 | -2
> CCn1c(=N)n(CC(=O)c2ccc(OC)c(OC)c2)c2ccccc21
    1 | -55 | 3 | -6 | -0.8 | 14 | -8 | -17 | -16
> COC(=O)c1ccc(S(=O)(=O)N2CCCCC2)o1
    -2 | -14 | 0 | 9 | 0.08 | 5 | 6 | -4 | -7
> COc1ccc(Cl)cc1C(=O)CSc1nc(N)cc(N)n1
    -1 | 0 | -2 | 0 | 0.37 | 6 | -10 | -19 | -7
> COc1ccc(C(=O)Nc2ccc(CN3CCOCC3)cc2)cc1
    -1 | -5 | 4 | 3 | 0.83 | 10 | 2 | -14 | -7
> O=C(Oc1cccnc1)c1cc(S(=O)(=O)N2CCOCC2)ccc1Cl
    -2 | 4 | 4 | 4 | 2.4 | 7 | -4 | -10 | -10
> Clc1cccc(CSc2ncn(-c3ccccc3)n2)c1
    0 | -19 | -10 | 13 | -0.06 | 4 | 2 | -10 | -3
> CCOc1ccc(NC(=O)CN(c2ccc(OC)cc2)S(C)(=O)=O)cc1
    2 | -14 | 5 | 7 | -0.11 | 2 | -2 | -3 | -6
> Cc1ccc(C2CC(C(F)(F)F)n3ncc(C(N)=O)c3N2)cc1 (stereo not given)
    2 | 25 | -3 | 4 | 0.93 | -3 | 8 | 5 | 2
> Cc1c(CN(C)C)c2c(n1Cc1ccccc1)C(=O)c1ccc(Br)cc1-2
    4 | 6 | 1 | 13 | -0.56 | 1 | x | -9 | 1

Pulled by compound from the entries so far (four):
Each structure is followed by: FAK blocker | Plk1 PBD FP | EphB4 ephrin blk | Rev-RRE block | PTK2B oligo ant | PTPN22 act | cytoskel mod | PLK1 kinase inh | PTPN22 inh 2
> COC(=O)c1c(C(=O)OC)c(-c2ccccc2)n2c1CS(=O)(=O)C2
    -1 | -15 | -1 | 10 | -0.58 | -4 | 14 | 4 | 3
> O=C(Oc1cccnc1)c1cc(S(=O)(=O)N2CCOCC2)ccc1Cl
    -2 | 4 | 4 | 4 | 2.4 | 7 | -4 | -10 | -10
> CC(=O)c1ccc(N2CCN(C(=O)c3ccc(OCc4c(C)noc4C)cc3)CC2)cc1
    0 | -12 | -3 | 8 | 1.1 | -13 | -2 | 1 | 11
> CC1(C)CC(=O)C=C(Nc2ccc(C(=O)O)cc2)C1
    0 | 5 | -9 | 18 | -0.61 | 24 | 12 | 5 | -28

(more compounds)
Each structure is followed by: FAK blocker | Plk1 PBD FP | EphB4 ephrin blk | Rev-RRE block | PTK2B oligo ant | PTPN22 act | cytoskel mod | PLK1 kinase inh | PTPN22 inh 2
> Nc1nc(-c2ccc(F)cc2)cc(C(F)(F)F)n1
    3 | -33 | 5 | 1 | -0.8 | 10 | x | -1 | -8
> C=CCc1cccc(/C=N/n2cnnc2)c1O
    0 | -5 | -1 | 28 | -0.53 | -4 | 38 | -9 | 2
> COc1ccc(N2CCN(Cc3nc4c(c(=O)n(C)c(=O)n4C)n3CC(C)=O)CC2)cc1
    -10 | -6 | 2 | 4 | 0.6 | 6 | -6 | -5 | -4
> CCOc1ccc(N(CC)C(=O)COc2cc(=O)n(CC)c3ccccc23)cc1
    0 | -17 | 2 | 4 | -0.06 | -3 | -1 | -10 | 6
> CCOc1cc(C)nc(NCc2ccccc2)n1
    2 | -23 | 4 | 1 | 1.1 | -4 | -1 | 0 | 7
> COc1ccccc1-n1c(=O)[nH]c2c(C(N)=O)nc(CC(C)C)nc21
    4 | 17 | -6 | 1 | x | -8 | -10 | -2 | 5
> CCN(CCCNC(=O)CCNC(=O)Cn1cnc2ccccc2c1=O)c1ccccc1
    -8 | -13 | -4 | -1 | 0.84 | -2 | -22 | -8 | -1
> O=C(C1=C(O)C(=O)N(CCN2CCOCC2)C1c1cccnc1)c1cc2ccccc2o1 (stereo not given)
    1 | -8 | -6 | 4 | 0.2 | -1 | 11 | -8 | -2
> COc1cccc(C(=O)Nc2ccccc2C(=O)N2CCCC2)c1
    -1 | -2 | -4 | 0 | 0.58 | 3 | 17 | -7 | -4
> CC12CCC(C(=O)Nc3cccnc3)(CC1=O)C2(C)C (stereo not given)
    3 | -14 | 2 | 5 | 0.7 | -6 | -3 | 0 | 4
> Cc1cc(C)n(-c2ccc(C(=O)Nc3ccc4c(c3)OCO4)cc2)n1
    0 | 17 | 0 | 11 | 0.17 | -2 | 4 | -10 | 3
> CCOc1ccc2[nH]c(=O)c(CN(CCN3CCOCC3)Cc3nnnn3C(C)(C)CC)cc2c1
    -5 | 24 | -1 | 8 | 0.44 | 6 | -12 | -8 | -6
> CCOC(=O)c1ccc(N2C(=O)CC(NC3CCN(C(=O)c4ccc(F)cc4)CC3)C2=O)cc1 (stereo not given)
    2 | -5 | 4 | 3 | 0.36 | 1 | -5 | -12 | -4
> CCOc1ccc(CCNC(=O)c2cc3sc(Cl)cc3n2C)cc1OCC
    3 | 6 | 6 | 8 | 1.1 | 8 | -11 | -19 | -7
> Cc1noc(C)c1CSCC(=O)OCC(=O)N1CC(=O)Nc2ccccc21
    0 | -5 | -8 | 0 | 0.25 | 19 | -6 | 2 | -21
> Cc1ccc(C(=O)NCCSc2snnc2C)cc1
    -8 | -11 | -5 | 0 | 1.8 | 7 | 1 | -2 | -3
> Cn1cnc2c1c(=O)n(Cc1cccc(Br)c1)c(=O)n2C
    -2 | -14 | 5 | 8 | 0.26 | 0 | -6 | -10 | 1
> COc1ccc(NC(=O)C2C3C=CC(C3)C2C(=O)NCc2ccccn2)c(OC)c1 (stereo not given)
    2 | 8 | 1 | 1 | -0.3 | -5 | -18 | -10 | 4
> Cc1ccc(C2CC2c2n[nH]c(=S)n2-c2ccc(C)cc2)cc1 (stereo not given)
    -2 | -3 | 1 | 0 | 0.44 | 0 | 11 | -5 | 3
> CCOc1c2ccc(C(=O)NCc3cc(C(F)(F)F)cc(C(F)(F)F)c3)cc2nn1C
    -4 | 2 | 1 | 13 | x | 6 | -14 | -6 | -3
> CCN1CCc2nc(NC(=O)c3ccccc3)sc2C1
    1 | 7 | 2 | 21 | 1.3 | 3 | -4 | -2 | -2
> O=C(Oc1cccnc1)c1ccc(Cl)c(Cl)c1
    2 | 10 | 3 | 3 | 1 | 0 | -28 | -7 | 1
